DAGLB inhibitor = DAGLB lipase inhibitors, primary screen, biochemical, fluorescence, HTS. inhibition, % at 5.17 µM. HEK293T DAGLB membrane lysate, EnzChek fluorogenic substrate. Diacylglycerol lipase-beta (Homo sapiens), Q8NCG7. 0.059% of 340,000 active. AID 504411, 2011; in the data active = inhibition above about 34%;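 also: 0% = enzyme with vehicle and 100% = wells lacking enzyme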
Target sequence (Q8NCG7 whole entry, looked up): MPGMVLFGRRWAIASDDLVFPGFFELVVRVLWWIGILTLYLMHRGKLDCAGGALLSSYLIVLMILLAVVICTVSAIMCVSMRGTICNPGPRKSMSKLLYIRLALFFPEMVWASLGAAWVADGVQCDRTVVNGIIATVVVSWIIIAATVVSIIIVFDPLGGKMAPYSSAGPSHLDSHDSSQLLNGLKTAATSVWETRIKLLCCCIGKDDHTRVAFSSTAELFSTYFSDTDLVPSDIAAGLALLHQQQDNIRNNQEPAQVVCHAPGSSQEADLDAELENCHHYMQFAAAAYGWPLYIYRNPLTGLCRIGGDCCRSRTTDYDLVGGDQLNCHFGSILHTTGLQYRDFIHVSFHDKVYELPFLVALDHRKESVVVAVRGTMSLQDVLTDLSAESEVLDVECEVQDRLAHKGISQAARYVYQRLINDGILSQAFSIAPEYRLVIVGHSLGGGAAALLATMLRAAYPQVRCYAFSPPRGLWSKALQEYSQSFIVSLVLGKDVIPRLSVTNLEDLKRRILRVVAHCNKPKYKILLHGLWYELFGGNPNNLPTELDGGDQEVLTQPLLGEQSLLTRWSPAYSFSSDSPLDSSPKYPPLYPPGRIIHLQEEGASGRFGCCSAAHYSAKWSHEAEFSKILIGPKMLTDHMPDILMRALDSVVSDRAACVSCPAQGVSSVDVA
NSD2 inh = NSD2 histone methyltransferase inhibitors, primary screen, biochemical, AlphaScreen, single concentration, set 2; inhibition, % at 12.5 µM; 0.54% of 310,000 active; NSD2 peptide methylation, 120 min; Histone-lysine N-methyltransferase NSD2 (Homo sapiens), O96028; in the data active = inhibition above about 50%
CAL PDZ FP-1 = untagged CAL PDZ binding inhibitors, primary screen, biochemical, fluorescence polarization, HTS. AID 602252, 2012. Golgi-associated PDZ and coiled-coil motif-containing protein (Homo sapiens), Q9HD26. 0.92% of 300,000 active. inhibition, % at 24.9 µM. purified CAL PDZ, TMR-peptide fluorescence polarization, 1 h;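 active = mean inhibition of at least 30% with at least half of replicates also reaching 30%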;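 also: 0% = DMSO neutral control and 100% = excess unlabeled competitor peptide PRC23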
Arr AP2 block = inhibitors of beta-arrestin/AP2 binding, primary screen, biochemical, GPCR trafficking, flow cytometry; 0.31% of 340,000 active; beta-arrestin 1 C-terminal peptide binding to AP2 beta2-adaptin appendage (human); FITC-arrestin peptide / GST-AP2 beads; AP2 beta2 appendage carries R879A mutation; inhibition, % at 10 µM;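 active = inhibition above a set limit, near 3 SD of compounds lacking own fluorescence, cut at about 54% in these data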;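 also: plate controls were DMSO wells for no effect and 5 µM unlabelled arrestin peptide for full effect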
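System: GST-AP2 R879A bound to glutathione beads, E. coli-expressed. Also added: 50 nM FITC-arrestin peptide. Schedule: compound with beads 12 min RT, then probe 1 h RT. Signal: bead flow cytometry, FITC channel. Read-out basis: percent response.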
CAL PDZ FP-2 = CAL PDZ peptide-binding inhibitors, primary screen, biochemical, fluorescence polarization, Cer-tagged CAL PDZ, HTS | AID 504414, 2011 | purified CAL PDZ, TMR-peptide fluorescence polarization, 1 h | 0.02% of 330,000 active | inhibition, % at 20 µM;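 active = highest replicate inhibition of at least 40%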;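 also: plate controls were DMSO neutral control wells for no effect and unlabeled competitor peptide control wells for full effect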
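material = purified tagged CAL PDZ domain construct (CerCALP) | buffer or medium = sodium phosphate/NaCl buffer pH 7.4 with TCEP, IgG, Thesit | reagent = TMR-labelled reporter peptide T*-PRC34 bound in PDZ groove | incubation = 1 h room-temperature incubation prior to read | measured by = fluorescence polarization (mP) | evaluation = percent inhibition from loss of millipolarization | control set = unlabelled peptide and DMSO controls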
Cardiac RTF inh = cardiac RTF calcium sensitivity inhibitors, primary screen, biochemical, IANBD-TnC fluorescence, EC70 calcium | Troponin I, cardiac muscle (Homo sapiens) + Troponin T, cardiac muscle (Homo sapiens) + … | IANBD-labeled cardiac RTF, Ca2+ fluorescence | inhibition, % at 7.15 µM | 0.12% of 340,000 active;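 active = inhibition above the mean inhibition of all tested compounds plus 3 SD, cut at about 17% in these data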;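 also: assay run at fixed EC70 calcium of 1.6 mM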
C-LANA FP = inhibitors of KSHV C-LANA binding to DNA, primary screen, biochemical, fluorescence polarization, FAM-LBS DNA, MBP-C-LANA, single point. inhibition, % at 9 µM. AID 504423, 2011. 0.078% of 340,000 active. Kaposi's sarcoma herpesvirus LANA C-terminal domain (residues 932-1162) DNA binding;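 active = highest replicate inhibition at or above 60% at 9 µM, even if other replicates fall short; inactive = all replicates below 60% inhibition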;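 also: 0% = neutral control wells and 100% = 4 µM acridine orange control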
Keap1-Nrf2 PPI = Keap1-Nrf2 protein-protein interaction inhibitors, primary screen, biochemical, fluorescence polarization, single point | Kelch-like ECH-associated protein 1 (Homo sapiens), Q14145 | Keap1 Kelch-Nrf2 peptide fluorescence polarization, 1536-well | inhibition, % at 9.4 µM | 0.15% of 340,000 active; in the data active = inhibition above about 12%;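 also: human Keap1 Kelch domain with fluorescein labeled Nrf2 9mer peptide probe; 0% = neutral control wells and 100% = peptide positive control; higher means more block of Keap1 binding to Nrf2 peptide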
Pemphigus Ab inh = inhibitors of pemphigus antibody binding to DSG3, primary screen, biochemical, bead-based, flow cytometry, scFv-GFP; AID 588358, 2011; binding (percent of control), % at 10 µM; 0.48% of 310,000 active; DSG3-coupled beads, scFv-anti-DSG3-GFP binding; hits give low values; Desmoglein-3 (Homo sapiens), P32926;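 active = binding more than 3 SD below its plate's average and above zero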;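 also: hits lower antibody fragment binding to DSG3; some compounds called inactive have numbers as strong as hits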
V-ATPase pHluor = regulators of yeast V-ATPase proton pumping, primary screen, pHLuorin cytosolic pH fluorescence; S. cerevisiae; response, % at 10 µM; 0.37% of 350,000 active; in the data active = response mostly above about 7.3%, no sharp cut-off; inactive = mostly below about 5.4%; also: actives read high; inactives centre near 0; some compounds called inactive have numbers as strong as hits
* marks the source's active call; other numbers are inactive results; · = not tested or not shown; & = joins results of further samples. A portion of the library (hit frequency here may not be typical).

Below each compound – DAGLB inhibitor	NSD2 inh	CAL PDZ FP-1	Arr AP2 block	CAL PDZ FP-2	Cardiac RTF inh	C-LANA FP	Keap1-Nrf2 PPI	Pemphigus Ab inh	V-ATPase pHluor
Cc1c(NS(=O)(=O)c2ccc3c(c2)NC(=O)CC(=O)N3)cccc1[N+](=O)[O-]
 : -0.1	49.1	-2.1	14.9	-2.3	-3.0	3.0	3.0	90.8	-1.3
CCOc1ccc(-c2nc(S(=O)(=O)c3ccccc3)c(NC)o2)cc1
 : 1.6	-0.9	-4.9	2.9	0.1	-8.8	1.8	-3.3	99.4	-0.6
CN1C(C(=O)Nc2ncccn2)=C(O)c2ccccc2S1(=O)=O
 : -1.0	-0.2	-4.2	-0.3	·	-9.1	0.1	-3.9	104.6	-1.5
CCOC(=O)Cc1csc(NC(=O)c2ccc(Br)o2)n1
 : -2.8	-4.0	-3.0	-4.5	0.8	-12.5	1.5	4.1	96.8	2.6
O=C(NCCSc1c[nH]c2ccccc12)c1c(F)cccc1F
 : 1.5	·	·	-0.5	-1.7	-4.4	1.0	-5.3	102.3	-3.4
CC(=O)N1c2ccc(S(=O)(=O)N(C)CC(=O)NC3CCCCC3C)cc2CC1C (configuration not stated)
 : 4.0	·	·	37.1	-1.9	-4.4	-1.2	-2.1	118.6	4.5
Cc1ccc(-c2ccc(CCC(=O)O)n2-c2ccc(C(=O)O)cc2)cc1
 : -1.3	4.1	-4.1	7.9	-1.4	-2.9	-1.8	-1.6	96.6	-0.7
O=C(c1cc([N+](=O)[O-])[nH]n1)N1CCSCC1
 : 0.6	-1.0	·	-0.1	-2.5	-5.6	12.9	-7.2	105.4	-2.1
COC(=O)C1(C)NC(c2cccs2)C2C(=O)N(c3ccc(F)cc3)C(=O)C21 (configuration not stated)
 : -1.3	0.1	-1.5	30.9	0.2	-0.1	5.2	1.3	66.3	6.7
Cc1cccc(C)c1NC(=O)CN(C)CC(=O)Nc1sc2c(c1C(N)=O)CCC2
 : 5.0	7.4	-1.6	-9.9	-0.5	-0.9	-1.4	-6.1	106.6	1.8
CC(C)C(NC(=O)OC(C)(C)C)C(=O)N1CCCC1C(=O)NC(Cc1ccccc1)C(N)=O (configuration not stated)
 : -0.1	2.1	-2.4	0.7	-2.6	0.7	-2.8	-5.2	99.3	-1.4
NC(=O)Cc1nc2scc(-c3ccccc3)c2c(=O)[nH]1
 : ·	-1.1	6.7	11.9	-0.6	·	1.6	0.6	104.3	-1.3
CC1CCCN(C(=O)CSCC(=O)Nc2nc(-c3cccs3)cs2)C1 (configuration not stated)
 : -1.0	·	-4.0	16.1	-0.8	-2.3	3.4	3.1	103.5	0.8
CCN(CC)C(=O)Oc1ccnc2cc(Cl)ccc12
 : 1.0	1.1	-1.7	-3.1	0.4	2.9	-0.3	-1.1	98.3	-0.5
Cc1ccc(NC(=O)CCCCCNS(=O)(=O)c2ccc(C)cc2)cc1
 : -3.8	2.1	-1.8	6.8	-0.2	-7.9	0.5	1.3	102.2	0.8
CC(C)OP(=O)(CCP(=O)(OC(C)C)OC(C)C)OC(C)C
 : -0.9	-0.2	-2.6	26.3	-1.4	-3.1	-0.8	2.3	·	2.8
N#C/C=C(/c1ccc(F)cc1)N1CCOCC1
 : -1.2	1.2	-0.4	-13.3	-1.2	-0.7	2.7	2.6	103.6	-1.8
CCCSc1nc2sc3c(c2c(=O)n1-c1ccc(OC)cc1)CCN(C)C3
 : 2.6	3.9	-5.4	11.7	-0.7	0.0	-3.0	-2.5	106.1	-2.0
CC(=O)c1cccc(N(C(=O)c2ccco2)C(C(=O)NC2CCCC2)c2ccncc2)c1 (configuration not stated)
 : 1.2	-2.8	-4.2	36.5	-0.8	-5.0	-1.0	3.6	109.2	4.1
Cc1cc(NC(=O)c2ccco2)no1
 : -1.3	1.2	-1.8	-1.8	0.3	-10.7	2.1	3.1	99.2	-1.7
Nc1ccc2c(c1)C(=O)C(=O)c1ccccc1-2
 : -21.8	112.5*	0.0	25.0	0.8	-8.7	0.2	-2.2	94.9	-1.1
COc1ccc(/C=N/n2c(-c3n[nH]c4c3CCC4)n[nH]c2=S)c(OC)c1OC
 : -2.4	1.8	-3.0	19.2	-0.9	3.5	-0.2	2.6	·	-3.3
CC1(C)CC(Nc2ccc(C(F)(F)F)cc2[N+](=O)[O-])CC(C)(C)N1
 : -0.3	5.7	-5.4	16.7	0.2	7.7	-0.4	2.6	92.9	-0.4
Cc1c2cnn(CC(=O)NCCCN3CCCCC3)c(=O)c2c(C)n1Cc1ccccc1
 : -5.4	·	·	-2.6	-0.8	-4.1	0.1	-3.8	127.9	-1.5
CCOc1ccc(OCC)c(-c2c(=O)n(OCc3ccccc3Br)c3ccccc3[n+]2[O-])c1
 : -4.2	-0.8	-1.8	-0.1	-1.1	1.0	0.6	-6.2	104.6	-3.3
CCCCCCCCOC1OC(CO)C(O)C(O)C1NC(C)=O (configuration not stated)
 : 1.9	41.7	-4.6	-8.6	-1.5	3.7	0.4	-3.6	·	1.7
Cc1csc(SCC(=O)NC2CCC(C)CC2)n1 (configuration not stated)
 : -1.6	1.5	1.4	4.0	0.3	-12.0	-6.7	-2.3	108.0	7.5*
O=C1C=C(NC2=CC3OC(c4ccccc4)OCC3OC2=O)CCC1 (configuration not stated)
 : -1.4	0.1	0.2	-7.5	1.0	1.6	-0.3	-33.5	111.9	2.6
COc1ccc(OCCCC(=O)OC(C)C(=O)Nc2ccc(S(N)(=O)=O)cc2)cc1 (configuration not stated)
 : 1.4	0.5	-3.7	-14.2	-2.1	-16.5	0.3	1.2	99.3	-2.1
CCCN(CC(=O)Nc1ccccc1C)C(=O)C1CC(=O)N(c2ccccc2OCC)C1 (configuration not stated)
 : 4.5	-0.7	·	10.1	-0.7	-11.9	-1.6	0.4	104.3	3.1
Cc1ccc(-n2nnnc2-c2ccccc2)cc1
 : -0.1	17.0	-1.3	5.3	-0.5	-7.2	-0.1	2.0	115.0	4.4
COc1ccc(CC(=O)NC(CC(=O)O)c2cccc([N+](=O)[O-])c2)cc1 (configuration not stated)
 : 0.3	-4.5	2.1	2.5	0.0	-2.3	-0.5	-3.1	100.7	-1.4
CNc1cc(CSC)nc(SCc2ccc(Cl)cc2Cl)n1
 : -6.3	-0.7	-3.7	-9.8	-0.1	-7.8	3.2	-1.4	102.2	-0.5
CC1CCN(C(=O)COC(=O)c2cccs2)CC1
 : -1.8	-4.7	-6.4	2.3	21.3	-5.0	-2.7	-2.3	89.3	-2.0
C=C(C)CN(CC)C(=O)Cn1cnc2c(oc3ccccc32)c1=O
 : 0.8	-2.9	-6.8	-20.0	2.4	-7.9	-0.5	3.6	99.9	6.0
Cc1cc(Cl)ccc1OCC(=O)OCC(=O)Nc1cccnc1Cl
 : -0.9	-3.4	-3.9	-1.9	-2.4	-6.6	2.2	-0.5	111.4	4.2
N#CN1CCC(NS(=O)(=O)c2ccc(C(F)(F)F)cc2)CC1
 : 0.8	·	-1.6	-1.7	0.3	0.1	0.7	-3.4	102.5	0.0
Nc1nc(-c2ccccc2)c(CCCNc2ccccc2)c(=O)[nH]1
 : 3.6	8.5	·	-14.6	-1.1	-1.0	2.3	-7.5	92.5	2.3
COc1ccc(NC(=O)C2CCOC(C)(C)C2)cc1 (configuration not stated)
 : ·	-0.7	·	5.1	·	·	·	·	100.3	2.1
O=C(CSc1nc2ncccc2[nH]1)NC1CCCC1
 : 0.1	-2.3	·	-7.4	-0.5	-3.0	1.2	-6.4	101.6	-0.6
CCOC(=O)C(NC(=O)Cc1ccccc1)(Nc1cc(C)on1)C(F)(F)F (configuration not stated)
 : -0.1	-8.7	1.7	23.4	-0.8	9.5	1.2	3.7	100.0	-5.3
COc1cc(NC(=O)COC(=O)CCc2cc(OC)c(OC)c(OC)c2)cc(OC)c1
 : -3.5	-4.1	-2.9	-12.6	-0.3	-4.1	-1.2	-2.2	·	-0.3
COc1ccc(/C(C)=N/NC(=O)c2nnn(-c3nonc3N)c2-c2cccs2)cc1
 : -3.7	10.8	3.6	-3.6	-0.3	4.7	-1.1	-2.2	95.1	3.0
CCOc1ccc(S(=O)(=O)N2CCCC(C(=O)Nc3ccccc3)C2)cc1 (configuration not stated)
 : -1.0	-5.7	0.7	20.7	-1.4	-5.9	0.6	1.7	103.1	-1.1
CCc1ccccc1NC(=O)C1CCN(S(=O)(=O)c2ccc3c(c2)N(C(C)=O)CCO3)CC1
 : -0.2	-1.7	-0.5	0.9	-0.7	-7.1	-2.5	-4.5	·	1.6
C1CCC(CNc2c3c(nc4nnnn24)CCCC3)CC1
 : -2.7	5.0	-2.8	-1.0	-4.0	-3.4	-1.1	0.4	103.1	-1.9
COC(=O)[C@H](Cc1ccccc1)NC(=O)N1Cc2ccccc2C[C@H]1C(=O)OC
 : 0.3	-1.2	1.8	2.9	0.8	-11.4	0.7	-7.2	115.6	3.5
CC(O)CCC(=O)NNC1CC(=O)N(c2ccccc2)C1=O (configuration not stated)
 : ·	-5.7	·	34.8	-2.1	·	-1.2	0.6	100.2	-7.2
COc1ccc(C(=O)c2coc3ccc(O)c(CN4CCCCC4)c23)cc1
 : -2.9	·	-2.1	-2.3	0.9	0.3	-1.3	-2.4	·	-0.8
COC(=O)c1ccccc1NC(=O)c1cccc(COc2ccccc2Cl)c1
 : -25.9	-1.3	1.6	-7.0	-1.8	-5.5	0.5	-3.4	72.1	1.3
Cc1ccc(-c2csc(N3CCC(C(N)=O)CC3)n2)cc1
 : -3.5	·	-0.5	16.9	0.4	-7.1	0.4	-3.5	96.6	-1.4
NC(=O)c1[nH]cnc1N
 : 0.9&-0.8	-4.7	-4.9&-1.0	-2.1&31.2	-0.1&-3.1	3.3&-5.5	0.8&-0.6	-22.9&1.0	110.3	-4.2&6.9
CCN(CCNC(=O)C1CCN(S(=O)(=O)c2cccc3nsnc23)CC1)c1ccccc1
 : 3.1	3.1	-0.8	5.5	-1.9	-6.0	-0.2	1.5	·	-0.7
CCNC(=O)N1CCN(C(=O)NCC)CC1
 : 1.4	0.8	1.2	11.6	0.3	-5.8	0.5	0.7	101.9	-4.6

Compound activity from PubChem BioAssay.
